MmCpn inh = blocks the Methanococcus maripaludis chaperonin Mm-Cpn. purified Mm-Cpn ATPase, ADP Transcreener TR-FRET. Potency, µM (highest dose often 76.9 µM), inactives show at the highest dose activity, negative = inhibition, most hits filed as inhibitors. hit rate 0.031% among 330,000; note: potency is the fitted concentration of half-maximal effect; % is set by controls: 0 for no effect and ±100 for the full control effect; nearly all actives have a fitted effect of over 80% in size
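Measured: ADP formation by purified Mm-CPN. Conditions: 25 nM protein, 10 uM ATP, Tris pH 7.4 with Mg2+, K+ and DTT, 37°C for 30 min. Detection: Transcreener HTRF after 30 min at room temperature.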
EPAC2 antag = EPAC2 (human) antagonism | Q8WZA2 | EPAC2 GEF exchange of Rap1B-BODIPY-GDP, fluorescence | Potency, µM (doses to about 114 µM), inactives show top-dose activity, negative = inhibition, usual class: inhibitors | hit rate 0.18% among 360,000 | AID 720708; note: potency is the fitted concentration of half-maximal effect; % is set by controls: 0 for no effect and ±100 for the full control effect; nearly all actives have a fitted effect of over 45% in size; many of its hits are not listed in these tables
WRN inhibitor = blocks human WRN helicase. Q14191. WRN helicase unwinding, fluorescent forked duplex, kinetic. Potency, µM (doses to about 114 µM), without a hit: top-dose activity change, negative = inhibition, most hits filed as inhibitors. hit rate 0.46% among 360,000. AID 651768; note: potency is the fitted concentration of half-maximal effect; % is set by controls: 0 for no effect and ±100 for the full control effect; nearly all actives have a fitted effect of over 55% in size
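WRN at 20 nM final was preincubated with compound for 15 min at room temperature; reaction started with 100 nM forked duplex oligonucleotide carrying fluorophore and quencher plus 2 mM ATP (final). Unwinding followed kinetically by red fluorescence (ex 525/em 598 nm).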
PLK1 PBD inh = inhibitors of human PLK1 polo-box domain binding | P53350 | Plk1 PBD binding of FITC phosphopeptide, fluorescence polarization | Potency, µM, inactives show max response, negative = inhibition, most hits filed as inhibitors | hit rate 2.8% among 360,000 | AID 720504; note: potency is the fitted concentration of half-maximal effect; series mostly up to about 57 µM; % is set by controls: 0 for no effect and ±100 for the full control effect; nearly all actives have a fitted effect of over 65% in size
CCT chaperon mod = modulators of cytosolic chaperonin (CCT/TRiC) activity; purified chaperonin ATPase assay, HTRF ADP detection, 30 min; activity change, % (no concentration beside the values), hits read low; hit rate 0.3% among 360,000; in the data active = activity change below about -30%; note: % is set by controls: 0 for no effect and ±100 for the full control effect
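We incubate TRiC, 40 or 20 nM final, with library compounds at 76 uM and 10 uM ATP for 30 min at 37 °C. ADP formed is detected with Transcreener HTRF reagents after 30 min at room temperature.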
PI5P4Ka inh = PI5P4K alpha (human) kinase inhibition; P48426; PI5P4Kalpha enzyme, ADP-Glo luminescence, 60 min; hits give low values; max response, %; hit rate 1.2% among 330,000; AID 652105; active = max response of -50% or lower; inconclusive = between -30% and -50%; inactive = -30% or higher; note: value at the top dose of about 77 µM; % is set by controls: 0 for no effect and ±100 for the full control effect
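Reactions run in 0.038 M HEPES pH 7.4, 0.28 mM EGTA, 0.1% CHAPS and 5% DMSO, with PI5P4Kalpha, substrate, compound and 5 microM ATP final, one hour at room temperature. Readout is ADP-Glo luminescence.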
EPAC1 antag = antagonists of human EPAC1; O95398; EPAC1 GEF assay, Rap1b-BODIPY-GDP exchange fluorescence; Potency, µM (titrated, usually from 115 µM), for the others: at the top dose activity change, negative = inhibition, actives largely listed as inhibitors; hit rate 0.14% among 360,000;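 note: potency is the fitted concentration of half-maximal effect; plate controls were vehicle for no effect and positive control for full effect; nearly all actives have a fitted effect of over 50% in size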
Target sequence (O95398 whole entry, looked up): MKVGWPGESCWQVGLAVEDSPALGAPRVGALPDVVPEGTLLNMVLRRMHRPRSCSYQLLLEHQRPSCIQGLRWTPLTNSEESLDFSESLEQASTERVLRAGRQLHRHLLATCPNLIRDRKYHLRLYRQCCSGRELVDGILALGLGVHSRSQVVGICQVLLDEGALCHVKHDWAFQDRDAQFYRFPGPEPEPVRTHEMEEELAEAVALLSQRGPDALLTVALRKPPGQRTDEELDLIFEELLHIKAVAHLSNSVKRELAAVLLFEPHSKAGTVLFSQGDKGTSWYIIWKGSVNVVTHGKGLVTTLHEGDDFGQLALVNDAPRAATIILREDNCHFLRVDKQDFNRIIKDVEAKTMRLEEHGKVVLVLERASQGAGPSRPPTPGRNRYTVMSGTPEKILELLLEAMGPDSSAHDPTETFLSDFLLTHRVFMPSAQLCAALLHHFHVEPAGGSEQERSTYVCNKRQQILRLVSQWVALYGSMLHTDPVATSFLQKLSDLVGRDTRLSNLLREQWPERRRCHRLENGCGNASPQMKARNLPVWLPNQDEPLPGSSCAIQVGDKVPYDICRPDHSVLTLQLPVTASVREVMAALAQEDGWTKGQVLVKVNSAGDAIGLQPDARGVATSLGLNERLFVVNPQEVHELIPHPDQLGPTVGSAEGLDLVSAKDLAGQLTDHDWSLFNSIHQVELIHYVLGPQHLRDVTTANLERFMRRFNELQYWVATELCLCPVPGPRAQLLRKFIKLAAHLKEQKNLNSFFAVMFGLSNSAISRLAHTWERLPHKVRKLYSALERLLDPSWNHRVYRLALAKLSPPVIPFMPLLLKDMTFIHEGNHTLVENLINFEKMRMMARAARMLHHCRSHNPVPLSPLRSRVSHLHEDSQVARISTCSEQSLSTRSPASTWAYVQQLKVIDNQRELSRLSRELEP
EPAC1 ag = activates human EPAC1 exchange factor. O95398. EPAC1 agonist qHTS, biochemical assay; response scale: 100% = response to 6.5 mM cAMP. Potency, µM (doses to about 154 µM), without a hit: at the top dose activation, most hits filed as activators. hit rate 0.073% among 360,000. AID 720707; note: potency is the fitted concentration of half-maximal effect; nearly all actives have a fitted effect of over 60% in size
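Multi-concentration qHTS readout: loss of Rap1B-bound BODIPY-GDP fluorescence driven by 100 nM EPAC1 with excess GDP (50 uM), monitored kinetically at room temperature; agonist response expressed relative to 6.5 mM cAMP.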
Starred values were filed as active, the others as inactive; ? = inconclusive; · = no result given; [ ] = remark or other dose. Unless noted, calls come from the whole dose curve; as a rule, active = well fitted curve in the direction sought with a large enough effect; inconclusive = small, poorly fitted or top-dose-only effect, or another doubt; inactive = no such curve, though single readings can be large; an effect the other way counts as inactive or inconclusive. These rows are one share of the data. The share of hits here may be higher or lower than overall.

SMILES	MmCpn inh	EPAC2 antag	WRN inhibitor	PLK1 PBD inh	CCT chaperon mod	PI5P4Ka inh	EPAC1 antag	EPAC1 ag
Cc1ccc(S(=O)(=O)NC2CCOC(C)(C)C2)cc1 (centres undefined)	-6%	-5%	-8%	?	1.0	-1	2%	2%
COc1ccc(OC)c(CN2C(=O)c3ccccc3C2c2nnnn2-c2c(C)cccc2C)c1 (centres undefined)	·	-15%	-1%	-3%	-1.5	0	14%	-8%
O=C(CN1C(=O)C2CCCCC2C1=O)Nc1ccccc1N1CCCC1 (centres undefined)	-5%	-4%	3%	-1%	-0.9	7	-10%	13%
Cn1c(=O)c2c(nc(Sc3nc4ccccc4n3CC(=O)N3CCCCC3)n2C)n(C)c1=O	0%	3%	-2%	-4%	-1.0	3	-10%	-2%
Cn1c2ccccc2c2nnc(SCC(=O)NCc3ccoc3)nc21	1%	-3%	-25%	-8%	1.9	-15	-5%	-2%
CCOc1ccccc1N1CCN(S(=O)(=O)CC)CC1	-2%	-3%	-5%	27µM*	-2.7	-1	-14%	-2%
CCCC(=O)NC(c1ccco1)c1c(O)ccc2ccccc12 (centres undefined)	3%	-20%	0%	-19%	-1.7	·	1%	5%
O=C(CN1C(=O)c2ccccc2S1(=O)=O)NC1CCCCC1	?	-19%	1%	-9%	-2.0	5	-22%	9%
Cc1ccc(S(=O)(=O)N2CCCCC2CCNC(=O)C(=O)NCCc2ccco2)cc1 (centres undefined)	1%	0%	-3%	0%	0.9	4	-19%	-3%
COc1cc(OC)cc(C(=O)NC2CCN(CC(=O)Nc3cccc4ccccc34)CC2)c1	1%	-1%	-1%	-4%	-4.7	10	4%	7%
CCOC(=O)c1c(C)[nH]c(C(=O)OCC(=O)Nc2cc(C)nn2-c2ccccc2)c1C	?	-18%	-4%	-5%	-0.3	-3	-27%	-10%
Nc1nnnn1CC(=O)OCc1cccc(Br)c1	0%	1%	-1%	-9%	-1.0	·	0%	0%

An excerpt from above in order of their number in PI5P4Ka inh, highest first.
SMILES	MmCpn inh	EPAC2 antag	WRN inhibitor	PLK1 PBD inh	CCT chaperon mod	PI5P4Ka inh	EPAC1 antag	EPAC1 ag
O=C(CN1C(=O)C2CCCCC2C1=O)Nc1ccccc1N1CCCC1 (centres undefined)	-5%	-4%	3%	-1%	-0.9	7	-10%	13%
Cc1ccc(S(=O)(=O)N2CCCCC2CCNC(=O)C(=O)NCCc2ccco2)cc1 (centres undefined)	1%	0%	-3%	0%	0.9	4	-19%	-3%
Cc1ccc(S(=O)(=O)NC2CCOC(C)(C)C2)cc1 (centres undefined)	-6%	-5%	-8%	?	1.0	-1	2%	2%

More compounds follow.
SMILES	MmCpn inh	EPAC2 antag	WRN inhibitor	PLK1 PBD inh	CCT chaperon mod	PI5P4Ka inh	EPAC1 antag	EPAC1 ag
COc1ccccc1CNC(=O)CN1C(=O)NC(C)(c2ccc(C(C)(C)C)cc2)C1=O (centres undefined)	-2%	-15%	-4%[57.1 µM]	-2%	-3.3	0	-29%	-7%
COC(=O)C1=NNC(C(=O)c2ccco2)C1c1ccccc1 (centres undefined)	1%	2%	0%	-26%	1.2	-3	0%	4%
Cc1cccc(C)c1-c1ccc(CN2C(CC(C)C)C(=O)N(Cc3cn(CCO)nn3)CCS2(=O)=O)cc1 (centres undefined)	·	?	-2%	-4%	-0.4	41	-19%	-6%
CC1=C2C3OC(=O)C(C)C3CCC2(C)C=C(Br)C1=O (centres undefined)	·	1%	3%	-10%	-3.2	-2	0%	2%
Cc1ccc(NC(=O)CSc2ccc(-c3ccco3)nn2)c(C)c1	-3%	-6%	-1%[57.1 µM]	-6%	-1.5	1	?	4%
COc1ccc(N2CCN(C(=O)CC(C)S(=O)(=O)c3ccc4c(c3)NC(=O)CO4)CC2)cc1 (centres undefined)	-8%	4%	-1%	?	-1.4	-6	8%	13%
COc1cc(/C=C2\SC(=S)N(NS(=O)(=O)c3ccc(C)cc3)C2=O)ccc1O	-17%	?	45µM*	14%	0.3	-68*	?	6%
Cc1ccc(OCc2nnc(SCCN3CCOCC3)n2C)cc1	1%	3%	-8%	3%	2.2	-6	0%	-1%
CCC(=O)NCCn1ccc2ccccc21	-1%	-4%	0%[57.1 µM]	-9%	0.4	6	-4%	-20%
COc1ccc(NC(=S)Nc2cccc(S(=O)(=O)N3CCCCC3)c2)cc1	0%	-10%	-11%	-9%	0.5	18	-7%	13%
O=C(CN1C(=O)NC2(CCCCCCC2)C1=O)Nc1ccc(Cl)cc1	1%	-6%	-5%	9%	1.4	0	-1%	3%
CC1=C(C(=O)OCc2ccc([N+](=O)[O-])cc2)N2C(=O)C(NC(=O)Cc3ccccc3)C2SC1 (centres undefined)	1%	2%	4%	-2%	-3.0	3	23%	-10%
CC(C)/C=N/NC(=O)c1cccc(N2CCCC2=O)c1	1%	12%	12%	0%	0.7	-5	-4%	-9%
CCOC(=O)c1ccc(NC(=O)c2ccco2)cc1	-3%	4%	9%	-3%	-1.1	0	2%	-8%
NS(=O)(=O)c1ccc(Sc2nc3ccccc3s2)c([N+](=O)[O-])c1	2%	3%	-12%	-22%	-0.8	-15	-12%	2%
CN(C)Cc1csc(NC(=O)Nc2cccc(C(F)(F)F)c2)n1	·	16%	0%	-5%	-0.3	6	1%	-1%
CC1(C)OC2OC(C3COC(=O)O3)C(OC(=O)c3ccccc3)C2O1 (centres undefined)	·	11%	5%	-6%	-0.6	-2	6%	6%
CN(C)CCn1c(=O)n(C2CCCCC2)c(=O)c2c3c(sc21)CCCCC3	·	-3%	-1%	0%	-1.0	-14	4%	8%
CCCCNC(=O)NNC(=O)C1CC1(c1ccccc1)c1ccccc1 (centres undefined)	?	1%	-5%	-5%	-0.9	2	5%	7%
CCN(CC)CCNC(=O)C(=O)Nc1cc2c3c(c1)CCN3C(=O)CC2	0%	-5%	-11%	7%	-2.9	6	-10%	-11%
COc1ccc(OC)c(/C=C2\SC(N3CCCC(C)C3)=NC2=O)c1 (centres undefined)	-4%	-16%	-7%	?	-5.8	-26	-15%	-1%
CC(C)(C)C(=O)NC(=S)Nc1ccc(F)cc1	-19%	-2%	2%	-5%	-0.3	-7	7%	-10%
Cn1c(COc2cccc3ccccc23)nnc1SCC(=O)OC1CCCCC1	-2%	-22%	-2%	0%	0.5	-3	-7%	-5%
Cc1ccccc1NC(=O)CCC(=O)N/N=C/c1c[nH]c2ccccc12	1%	-18%	-24%[57.1 µM]	-4%	2.5	2	-6%	-2%
COc1ccc(Cl)cc1N1C(=N)SCC1=O	-1%	11%	9%	-14%	-3.4	-11	6%	-7%
Cc1cc(NC(=O)Cn2nc(C(F)(F)F)c3c2CCC3)n(-c2ccccc2)n1	1%	-12%	0%	-4%	-0.3	·	-11%	2%
COCCNC(=O)C(c1ccc(F)cc1)N(Cc1ccccc1)C(=O)CCC(=O)Nc1ccccn1 (centres undefined)	1%	1%	1%	-4%	-3.4	-7	4%	1%
Cc1ccc(OCc2cc(C(=O)N3CCCC(C)C3)no2)cn1 (centres undefined)	·	21%	5%	-13%	-3.1	-1	10%	14%
O=C(N/N=C/c1ccccn1)c1ccc(Cl)cc1	0%	-3%	-1%	-2%	-0.5	-4	-2%	5%
Cc1nccc(-c2ccc(-n3c(C)ccc3C)cc2)n1	0%	-9%	-2%[57.1 µM]	0%	0.5	-1	?	2%
CN(CC(=O)Nc1ccccn1)S(=O)(=O)c1ccc(Cl)cc1	1%	-3%	0%	-12%	-0.8	-2	2%	0%
O=C(CC(c1ccccc1)c1ccccc1)NCCOCc1ccccc1	-1%	-14%	12%	-10%	-5.5	1	-2%	-7%
Cc1cccc(N=[N+]([O-])c2cccc(C)n2)n1	0%	8%	-3%	-1%	-0.8	-1	7%	-10%
Cc1ccccc1-c1cc(C(=O)NCc2ccc(OC(F)(F)F)cc2)n(CC2CC(c3cccnc3)=NO2)n1 (centres undefined)	3%	-12%	-2%	-12%	-1.9	-1	-14%	-4%
COCC(C)NC(=O)c1ccccc1OC(C)=O (centres undefined)	-3%	4%	14%	0%	-1.4	·	17%	6%
N#C/C(C(=O)Oc1ccccc1)=C1\C=CC=CN1	0%	0%	0%	-11%	-0.4	3	-25%	0%

Three entries already listed, ordered by heavy-atom count, falling:
SMILES	MmCpn inh	EPAC2 antag	WRN inhibitor	PLK1 PBD inh	CCT chaperon mod	PI5P4Ka inh	EPAC1 antag	EPAC1 ag
Cc1cc(NC(=O)Cn2nc(C(F)(F)F)c3c2CCC3)n(-c2ccccc2)n1	1%	-12%	0%	-4%	-0.3	·	-11%	2%
COCC(C)NC(=O)c1ccccc1OC(C)=O (centres undefined)	-3%	4%	14%	0%	-1.4	·	17%	6%
Cc1cccc(N=[N+]([O-])c2cccc(C)n2)n1	0%	8%	-3%	-1%	-0.8	-1	7%	-10%

Returning to the listing with the 6 entries that preceded the break.
SMILES	MmCpn inh	EPAC2 antag	WRN inhibitor	PLK1 PBD inh	CCT chaperon mod	PI5P4Ka inh	EPAC1 antag	EPAC1 ag
CN(CC(=O)Nc1ccccn1)S(=O)(=O)c1ccc(Cl)cc1	1%	-3%	0%	-12%	-0.8	-2	2%	0%
O=C(CC(c1ccccc1)c1ccccc1)NCCOCc1ccccc1	-1%	-14%	12%	-10%	-5.5	1	-2%	-7%
Cc1cccc(N=[N+]([O-])c2cccc(C)n2)n1	0%	8%	-3%	-1%	-0.8	-1	7%	-10%
Cc1ccccc1-c1cc(C(=O)NCc2ccc(OC(F)(F)F)cc2)n(CC2CC(c3cccnc3)=NO2)n1 (centres undefined)	3%	-12%	-2%	-12%	-1.9	-1	-14%	-4%
COCC(C)NC(=O)c1ccccc1OC(C)=O (centres undefined)	-3%	4%	14%	0%	-1.4	·	17%	6%
N#C/C(C(=O)Oc1ccccc1)=C1\C=CC=CN1	0%	0%	0%	-11%	-0.4	3	-25%	0%
CC12C=CC3(CN(Cc4ccccc4)C(=O)C3C1C(=O)NC1CC1)O2 (centres undefined)	0%	9%	6%	-6%	1.8	·	9%	1%
CN1CCN(Cc2nc(Cc3ccccc3)no2)CC1c1ccccc1 (centres undefined)	2%	1%	-2%	-8%	3.4	18	-3%	-19%
O=C(Nc1nccs1)C1Cc2ccccc2CN1S(=O)(=O)c1ccc(F)cc1 (centres undefined)	1%	-8%	-11%	-2%	0.2	1	-6%	8%
COC(=O)c1cn(Cc2ccccn2)c(=O)c2ccccc12	-1%	0%	8%	8%	-0.9	1	-4%	-4%
O=C(Nc1nccs1)c1ccc(Cl)s1	0%	-16%	-5%	-5%	-1.0	0	-5%	2%
COc1cc(CNc2ccccc2Oc2cc(=O)n(C)c(=O)n2C)cc(OC)c1OC	0%	-1%	16%	3%	-1.1	-6	12%	-3%
COc1ccc(C)cc1NC(=O)CNc1ccc(C(C)=O)cc1	1%	-1%	7%	-8%	-6.4	-8	-24%	1%
